mHTT-CaM PPI inh – disrupts binding of mutant huntingtin to calmodulin; P42858; AlphaScreen His-mHTT/GST-CaM binding, luminescence; inhibition, % at 15 µM; hit rate 3.6% among 190,000;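 note: 0% = both proteins with DMSO and 100% = one protein alone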
Pf apPOL inh – Pf-apPOL DNA polymerase inhibition. Recombinant Pf-apPOL, molecular beacon fluorescence, 1.5 h. inhibition, % at 10 µM. hit rate 0.25% among 210,000
* = called active by the depositor; . = not tested or not shown; & = joins results of further samples. Cut-off read from the data, not from the text of the source: active = inhibition above about 50%; inactive = the rest.

Order of values – Pf apPOL inh | mHTT-CaM PPI inh
COc1ccc(C(=O)Nc2c3c(nn2-c2cccc(C)c2C)CSC3)cc1
  1 | 42
Cc1ccc(C(=O)Nc2ccc3c(N4CCOCC4)ncnc3c2)cc1F
  -4 | 32
CCOc1ccccc1NC(=O)C1CCCC1
  -2 | 1
O=C(c1cc(F)ccc1F)N1CCC(CCOc2cccc(F)c2)CC1
  -6 | -31
O=C(COc1ccc(Br)cc1)Nc1ccc(Cl)c(-c2nc3ncccc3o2)c1
  -4&-2 | 22&-2
O=C(Nc1ccccc1C(F)(F)F)N1CC(c2nc(-c3cccc(Cl)c3)no2)C1
  -4 | -18
Cn1c(-c2ccccc2)cnc1SCc1csc(N)n1
  -16 | 6
Cc1ccc(S(=O)(=O)N2CCC(CCNC(=O)Nc3ccccc3)CC2)cc1
  -3 | 53*
CC1(C)CC(NCc2cccc([N+](=O)[O-])c2)CC(C)(C)N1
  -15 | -2
COc1cccc(-c2nc(C3CCN(C(=O)Cc4ccc(OC)c(OC)c4)CC3)no2)c1
  0 | 18
Cn1nc(CC(=O)NC2CCCCC2)c2ccccc2c1=O
  -2 | 0
CCn1c(=O)n(CCc2ccccc2)c2cncnc21
  0 | -7
COc1ccc(CN2CCN(c3cccc(Cl)c3)CC2)c(OC)c1OC
  -6 | 6
CC(C)COC(=O)Oc1ccccc1Cl
  2 | -6
Cc1cccc(C2c3cccn3CCN2C(=O)CC(=O)NC(C)C)c1 (stereo not given)
  1 | 40
Oc1ccc(Br)cc1C=Nc1ccc(-c2nc3ncccc3o2)cc1
  -1 | 8
COc1ccccc1CNC(=O)c1cc2ccncc2n1C
  -2 | -3
Cc1ccc(C2=NNC3(S2)C(=O)Nc2ccccc23)cc1 (stereo not given)
  1 | 99*
CCCCN(C)C(=O)C1c2ccccc2C(=O)N(C)C1c1ccc(OC)cc1 (stereo not given)
  -3 | 4
O=S(=O)(Cc1cccc(C(F)(F)F)c1)Cc1cccc(C(F)(F)F)c1
  -8&0 | .

Single records, as listed above:
O=C(c1cc(F)ccc1F)N1CCC(CCOc2cccc(F)c2)CC1 reads Pf apPOL inh: -6; mHTT-CaM PPI inh: -31
COc1ccc(C(=O)Nc2c3c(nn2-c2cccc(C)c2C)CSC3)cc1 reads Pf apPOL inh: 1; mHTT-CaM PPI inh: 42
O=C(Nc1ccccc1C(F)(F)F)N1CC(c2nc(-c3cccc(Cl)c3)no2)C1 reads Pf apPOL inh: -4; mHTT-CaM PPI inh: -18

Later entries.
Order of values – Pf apPOL inh | mHTT-CaM PPI inh
CC12CCC(C(=O)Nc3ccccc3F)(C(=O)C1=O)C2(C)C (stereo not given)
  -11 | 9
COc1ccc(C2C(C(=O)N3CCC(C)CC3)c3cc(OC)c(OC)cc3C(=O)N2C)cc1 (stereo not given)
  -6 | 13
CC(=O)C(Sc1nc(C)nc2c1c(=O)n(C)c(=O)n2C)C(C)=O
  -9 | -13
CC(C)(C)C(=O)N1CCCN(Cc2nc(-c3ccc(Cl)cc3)no2)CC1
  -4 | 29
Cc1nc2ccccc2c2c1CC(C)O2 (stereo not given)
  4 | -6
CCN1CCN(c2ccc([N+](=O)[O-])cc2C(=O)c2ccc(Cl)cc2)CC1
  -3 | 3
CCOc1ccccc1CN1CCc2ccccc2C1
  -3 | -6
CN(C)CCN(C)C1CC2CCC1C2 (stereo not given)
  -4 | 0
O=C(NCCO)C(c1ccccc1)c1ccccc1
  -2 | -3
COc1nccnc1NC1CCN(C(=O)c2ccccn2)CC1
  -4 | 3
Cc1c(F)cccc1NC(=O)C1CN(S(=O)(=O)C2CC2)CC12CCCCC2 (stereo not given)
  1 | 1
Cc1ccc(-n2nc3c(c2NC(=O)CC(C)C)CSC3)c(C)c1
  -2 | 29
CCOc1ccc(CCNC(=O)c2cn(C)c(=O)c3c2c2ccccc2n3C)cc1OCC
  -29 | 1
O=C(Nc1ccccc1)Nc1ccc2ncccc2c1
  9&-6 | .
Cc1cc(C(N)=O)c2cc(F)ccc2n1
  -4 | 3
COc1ccc(S(=O)(=O)CCCC(=O)Nc2nccs2)cc1
  -3 | -8
CCCc1cc2c(=S)c(-c3ccc(C(=O)OCC)o3)coc2cc1OC
  -3 | 6
NC(=O)C1(S(=O)(=O)c2ccccc2)CC1
  -4 | -2
CN1CCN(Cc2c(C(=O)O)nnn2-c2nonc2N)CC1
  -1 | 5
Cc1ccc(NC(=O)CC2OCCN(Cc3ccccc3)C2=O)cc1 (stereo not given)
  -6 | -5

Sorted by formula weight (lowest first): part of the list above.
Order of values – Pf apPOL inh | mHTT-CaM PPI inh
O=C(NCCO)C(c1ccccc1)c1ccccc1
  -2 | -3
COc1nccnc1NC1CCN(C(=O)c2ccccn2)CC1
  -4 | 3
CCCc1cc2c(=S)c(-c3ccc(C(=O)OCC)o3)coc2cc1OC
  -3 | 6

Further compounds
Order of values – Pf apPOL inh | mHTT-CaM PPI inh
COc1ccc(CN2CCc3nc(N4CCN(c5ccccc5F)CC4)ncc3C2)cc1
  -1 | 10
O=C(NCc1cccs1)c1nc2ccccn2c1-c1ccccc1
  0 | -5
Cc1ccc2[nH]c(C(=O)NCc3ccncc3)cc2c1
  0 | 2
CCc1cc(C2CCCN2Cc2ccc(OC)c(OC)c2)on1 (stereo not given)
  -2 | 9
CN(C)c1ccc(C(CNC(=O)Cc2cccc3ccccc23)N(C)C)cc1 (stereo not given)
  -2 | 24
CCCS(=O)(=O)N1CCN(C(=O)c2ccc(Cl)cc2)CC1
  13 | -8
COc1cc(=O)oc2cc(O)ccc12
  . | -3
CCCCNC(=O)c1cccc(C2CCCN(C(=O)Nc3ccc(OCC)cc3)C2)c1 (stereo not given)
  -7 | 5
COc1ccc2[nH]c(C(=O)NCCN3CCOCC3)cc2c1
  -2&0 | .
CCc1nnc2ccc(NC(=O)Nc3ccccc3C)cn12
  -2 | 2
CC(=O)c1ccc(OC(=O)c2cc3ccccc3oc2=O)cc1
  1 | 2
O=C(Nc1ccccc1F)c1ccccc1CCc1ccccc1
  10 | -16
N#Cc1cc(C#N)c(SCc2ccc([N+](=O)[O-])cc2)nc1N
  -7 | 7
O=[N+]([O-])c1cccc(S(=O)(=O)Nc2cccnc2Cl)c1
  -4 | 5
Cc1ccc(OCC(=O)c2ccc(C)cc2)cc1
  -3 | -26
Brc1ccc2ncnc(NCc3cccnc3)c2c1
  -3&-6 | 6&11
O=C(CSc1ncnc2nc[nH]c12)c1ccc([N+](=O)[O-])cc1
  10 | 4
Cc1cc(NC(=O)COc2ccccc2C)ccc1NC(=O)c1cccs1
  -13 | -1
O=C(c1ccc(-c2ccccc2)cc1)N1CCN(c2ccccc2)CC1
  2 | 6
CCCc1cc(=O)[nH]c2nnc(SCC(=O)Nc3ccc(Cl)c(Cl)c3)n12
  2 | 0
Cc1ccc([N+](=O)[O-])cc1NC(=O)C(=O)NCc1ccc(Cl)cc1
  -1 | 1
Cn1c2c(c(=O)n(C)c1=O)C(c1ccccc1Cl)C1=C(N2)c2ccccc2C1=O (stereo not given)
  -2 | 13
O=C1C2=C(C(c3ccccc3)=NCCN2)C(c2ccc3c(c2)OCO3)N1c1ccccc1 (stereo not given)
  2 | 5
Cc1ccc(CN2Cc3cccc4c3[C@@H](CC2=O)[C@H](O)[C@H](O)C4)cc1
  -8 | -3
O=C(c1ccco1)N1CCN(Cc2ccc3c(c2)OCO3)CC1
  -82 | 0
Cc1cc(S(=O)(=O)Nc2ccc(C(=O)O)cc2)ccc1F
  -3 | -11
C=CCSc1nc(O)c(CC)c(=O)n1CC=C
  -1 | -5
CC(C)(C)c1ccc(C=C2SC(=S)N(CCC(=O)O)C2=O)cc1
  1 | 34
CCOc1nccnc1NC1CCN(C(=O)c2cccs2)CC1
  -2 | 0
Fc1ccccc1C1C=C(c2cccs2)Nc2nc3ccccc3n21 (stereo not given)
  -2 | 47
Cc1cc(C)nc(SCN2C(=O)c3ccccc3C2=O)n1
  -5 | -5
CN1CCN(C(=O)CN(c2ccccc2)S(=O)(=O)c2ccccc2[N+](=O)[O-])CC1
  -5 | 3
COc1ccc2c(C)c(C(=O)NCc3nnc(C)o3)oc2c1
  -6 | 5
O=C(NCCO)C12CC3CC(CC(C3)C1)C2
  . | -6
O=C(NCc1ccccn1)C(=O)Nc1cccc(N2CCCS2(=O)=O)c1
  -3 | -7
COC(=O)c1ccc2c(=O)n(-c3ccccc3)c(N3CCC(C)CC3)nc2c1
  1 | -34
CC(C)CC(=O)Nc1ccc(Cl)cn1
  -9 | -2
Cc1ccccc1CC(=O)NCC1CCN(c2cc(-c3ccncc3)[nH]n2)CC1
  -6 | 10
CCC(NS(=O)(=O)c1ccc(OC)cc1)C(=O)NCc1ccc2c(c1)OCO2 (stereo not given)
  -6 | 0
Nc1cc(C2CCN(C(=O)NCc3ccc(F)cc3)CC2)no1
  0 | -2
Cc1sc(NC(=O)c2cccnc2)nc1-c1ccc(Br)cc1
  -11 | 0
CC(C)(C)C(=O)Nc1nnc2ccccn12
  -1 | 4
CN(C)S(=O)(=O)N1CCc2ccccc2C1
  4 | -7
O=C(O)CCC(=O)N1N=C(c2cccs2)CC1c1cc2ccccc2nc1Cl (stereo not given)
  10 | 4
Cc1cccc2nnc(N3CCCC(C(=O)NC4CCCCC4)C3)n12 (stereo not given)
  -6 | 1
Cc1ccc(N2N=NC3C(=O)N(c4ccc(F)c(F)c4)C(=O)C32)cc1F (stereo not given)
  0 | 33
COc1ccc(-c2c(N)n[nH]c2C)cc1
  -9 | 0
CN(CC(=O)NCC1CCCO1)S(=O)(=O)c1ccc(Cl)cc1 (stereo not given)
  3 | -4
CCc1nc(C2CCN(C(=O)c3ccsc3)CC2)n[nH]1
  -3 | -10
Cc1ccc(CNC(=O)CN2CCN(C(=O)Nc3ccc(F)cc3)CC2=O)cc1
  -2 | -5
NC(=O)NC(c1ccccc1)c1ccccc1I (stereo not given)
  2 | -8
COc1ccc(/C=C2\SC(=O)N(CNc3ccc(C)cc3)C2=O)cc1
  -16 | 6
Cc1ccc(C2=CC(c3ccccc3)n3ncnc3N2)cc1 (stereo not given)
  0 | -2
CCCN1C(=O)C(CC(=O)NC2CCCC2)Sc2ncccc21 (stereo not given)
  0 | 4
COCCCNC(=O)C1CCCN(c2nccnc2Sc2ccccc2)C1 (stereo not given)
  -4 | 9
CC(=O)N1CCc2cc(S(=O)(=O)Nc3cccc(C(F)(F)F)c3)ccc21
  -5 | 26
Cc1ccc2[nH]c3sc(C)nc3c2c1
  -9 | 6
Cc1cccnc1NC(=O)c1csc(-c2cc3ccccc3[nH]2)n1
  -3 | 7
CN(Cc1cn(Cc2ccccc2)nn1)S(=O)(=O)c1ccccc1Br
  -11 | -10
Cc1ccc(C(O)=C2C(=O)C(=O)N(CCCN3CCOCC3)C2c2ccco2)cc1 (stereo not given)
  -2 | -1

Going on with the list:
Order of values – Pf apPOL inh | mHTT-CaM PPI inh
O=[N+]([O-])c1cccc(-c2nc(S(=O)(=O)c3ccccc3)c(NCc3ccccc3)o2)c1
  2 | 18
CCC(=O)NC1CCN(C(=O)c2cccc(F)c2)C1 (stereo not given)
  4 | 3
O=C(Nc1ccc(Cl)cc1)c1c(Cl)nsc1Cl
  0 | -15
Cc1[nH]c(=O)[nH]c(=O)c1NS(=O)(=O)c1cccs1
  . | -7
COc1ccc(Cl)cc1N1C(=O)CSC1c1ccc(F)cc1 (stereo not given)
  -2 | -5
CC(C)(C(=O)O)c1ccc(C(O)CCCN2CCC(C(O)(c3ccccc3)c3ccccc3)CC2)cc1 (stereo not given)
  -8 | .
Cc1ccccc1NC(=O)CN1CCOCC1
  -2 | -4
Cc1ccc(S(=O)(=O)N2CCN(c3ccc(F)cc3)C(=O)C2C)cc1 (stereo not given)
  -5 | -6
O=C(Nc1cccc(N2CCCN(Cc3cccc(F)c3)C2=O)c1)C1CCC1
  2 | 6
O=C1COc2ccccc2N1Cc1nc(-c2ccccc2Cl)no1
  -1 | -26
Cc1cc(NS(=O)(=O)c2ccc(NC(=O)c3ccccc3F)cc2)nc(C)n1
  -9 | -2
O=c1[nH]cnc2c1ncn2C1O[C@@H](CO)[C@H](O)[C@@H]1O (stereo not given in full)
  . | -1
O=C(NCc1ccccc1)c1nnn(-c2ccccc2Cl)c1-c1ccncc1
  -1 | 2
N#CC1=C(N)Oc2n[nH]c(-c3ccc(Cl)c(Cl)c3)c2C1c1cccc(O)c1 (stereo not given)
  0 | 100*
Cc1sc2nc(CNCCC(C)C)[nH]c(=O)c2c1C
  -6 | -4
Nc1cccc(Oc2ccc3c(c2)C(=O)N(CCC(=O)O)C3=O)c1
  0 | 0
O=C(CN1C(=O)NC2(CCCCC2)C1=O)NCc1cccc(Br)c1
  -6 | -2
O=C1C[C@@H]2c3c(cccc3CN1Cc1ccc(F)cc1)C[C@@H](O)[C@H]2O
  -2 | 7
COc1ccc(NC(=O)C2CC(=O)N(c3ccc(C)cc3)C2)cc1 (stereo not given)
  0&3 | 14&6
O=C(c1cccc(F)c1)N1CCCC2(CC(c3ccccc3)=CO2)C1 (stereo not given)
  -4 | 100*
O=C(c1ccco1)N1CCN(c2nc3ccc([N+](=O)[O-])cc3s2)CC1
  4 | -4
CCn1c(C2CCN(S(=O)(=O)c3ccc(C(C)C)cc3)C2)nc2cccnc21 (stereo not given)
  -5 | 7
Cc1cc(N2C=C(C(=O)N3CCCCC3)S(=O)(=O)c3ccccc32)ccc1F
  -3 | 7
CCOc1cccc2cc(-c3nnc(NC(=O)c4c(F)cccc4F)o3)oc12
  -13 | 4
COc1cccc(C2CC(c3ccc(C)c(C)c3)=NC3(CCN(C(C)=O)CC3)N2)c1O (stereo not given)
  1 | 39

A second format for some results above.
Molecule | Pf apPOL inh | mHTT-CaM PPI inh
CCCc1cc(=O)[nH]c2nnc(SCC(=O)Nc3ccc(Cl)c(Cl)c3)n12 | 2 | 0
O=[N+]([O-])c1cccc(-c2nc(S(=O)(=O)c3ccccc3)c(NCc3ccccc3)o2)c1 | 2 | 18

Source: PubChem

Rows were taken by chance; overall some 3.5% were active at least once.
